GlmU inhibition – inhibition of mycobacterial GlmU enzyme – biochemical, glucosamine-1-phosphate acetyltransferase (AID 1376). M. tuberculosis GlmU acetyltransferase enzyme assay; higher % means a stronger effect. one-dose inhibition, %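 (tested at 30 µM in the primary screen)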; IC50 in µM for titrated hits. 0.25% of 220,000 active; in the data active = inhibition above about 13%; inconclusive = no clear call, values can overlap the other calls;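 also: 0% = complete reaction with vehicle and 100% = reaction without substrate; strong numbers were not always called active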
Mtb RmlCD inh – M. tuberculosis RmlC/RmlD inhibition. RmlC+RmlD coupled enzyme assay, percent inhibition; primary screen in compound mixtures. inhibition, % at 3.6 µM. 0.03% of 160,000 active; in the data active = inhibition mostly above about 34%, no sharp cut-off; inconclusive = no clear call, values can overlap the other calls; inactive = mostly below about 22%; also: some results filed as inactive read as strong as hits
Target sequence (P9WH09 whole entry, looked up): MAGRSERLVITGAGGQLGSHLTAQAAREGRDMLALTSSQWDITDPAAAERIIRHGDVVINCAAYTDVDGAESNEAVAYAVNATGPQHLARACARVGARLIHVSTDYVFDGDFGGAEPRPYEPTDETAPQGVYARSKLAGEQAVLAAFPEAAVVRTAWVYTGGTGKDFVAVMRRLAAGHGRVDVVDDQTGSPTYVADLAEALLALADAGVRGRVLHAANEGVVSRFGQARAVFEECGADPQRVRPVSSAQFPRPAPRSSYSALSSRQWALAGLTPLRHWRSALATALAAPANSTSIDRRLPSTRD
Target sequence (P9WH11 whole entry, looked up): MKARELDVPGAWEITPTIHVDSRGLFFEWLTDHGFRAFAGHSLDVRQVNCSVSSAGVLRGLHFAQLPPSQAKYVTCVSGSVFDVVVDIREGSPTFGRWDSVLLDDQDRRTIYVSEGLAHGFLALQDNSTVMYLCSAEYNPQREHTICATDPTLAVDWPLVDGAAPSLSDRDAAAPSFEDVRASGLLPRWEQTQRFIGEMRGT
* = called active by the depositor; ? = inconclusive; nt = no result given. The list is partial, so the mix of outcomes need not match the whole.

Second line of a record: GlmU inhibition	Mtb RmlCD inh
CC(C)OC(=O)C1C2C=CC3(CN(CC4CCCO4)C(=O)C13)O2 (stereo not drawn)
  3.0%	nt
COc1ccc(S(=O)(=O)Nc2ccccc2C(=O)NCc2ccco2)cc1
  4.2%	-5
CC(NC(=O)CSC(=S)N(C)C)C12CC3CC(CC(C3)C1)C2 (stereo not drawn)
  2.2%	-4
O=S1(=O)CCC(N=Nc2c(O)n(Cc3ccccc3)c3ccccc23)C1 (stereo not drawn)
  0.7%	4
OCC(C#CCN1CCCCC1)NCc1ccccc1 (stereo not drawn)
  -1.1%	11
CC(=O)OC(C(=O)NC1CCCCC1)c1ccccc1Cl (stereo not drawn)
  0.7%	14
CCOC(=O)Cc1csc(NC(=O)/C=C\c2ccccc2)n1
  -1.5%	-2
NC(=O)N1c2ccccc2CC(=O)c2ccccc21
  2.5%	8
O=C1CC(N2CCN(c3ccc(Cl)c(Cl)c3)CC2)C(=O)N1 (stereo not drawn)
  -1.4%	-125
O=C1N[C@@H](Cc2cn(S(=O)(=O)c3c(F)c(F)c(F)c(F)c3F)c3ccccc23)C(=O)N[C@H]1Cc1ccccc1
  -0.7%	nt
CCC(C)(C)NC(=O)CCCSc1nc2ccccc2s1
  0.0%	-7
O=S(=O)(NCCc1ccccc1)c1cccc2cccnc12
  -2.0%	-11
COc1ccc(C(=O)COc2ccc(C)cc2NC(C)=O)cc1
  -0.7%	9
O=C(COc1c(Br)cc(Br)c2cccnc12)Nc1ccccc1F
  5.9%	2
Cc1nc(-c2ccccc2)sc1C(=O)CSc1ccccc1
  1.0%	1
CCOc1ccccc1-c1cc(C(=O)N/N=C/c2ccc3c(c2)OCO3)c2ccccc2n1
  -9.6%	nt
CCOC(=O)c1cnn(-c2nc3c(C)cccc3s2)c1C(F)(F)F
  4.8%	3
COCCNC(=O)CN(c1ccc(C)cc1)S(=O)(=O)c1ccc(SC)cc1
  3.9%	35
O=C1c2ccccc2S(=O)(=O)c2cc(N3CCN(c4ccccn4)CC3)ccc21
  -4.9%	nt
COCCN(CCOC)C(=O)c1c[nH]c2ccc(S(=O)(=O)N(C)c3ccc(F)cc3)cc2c1=O
  0.6%	nt
COC(=O)C1=C(C)NC(C)=C(C(=O)OC)C1C(=O)OCC(=O)N1c2ccccc2CC1C (stereo not drawn)
  -0.4%	5
COc1ccc(-c2nc(NC(=O)CSCCO)sc2C)cc1
  -0.5%	-8
CC(NC(=O)Nc1cccc(Cl)c1)C(c1cccs1)N1CCCC1 (stereo not drawn)
  -4.0%	nt
O=C(COC(=O)Cn1cnc2ccccc21)Nc1cc(S(=O)(=O)N2CCOCC2)ccc1Cl
  -3.1%	nt
Cc1ccc(S(=O)(=O)NNC2CC(=O)N(c3ccc(Br)cc3)C2=O)cc1 (stereo not drawn)
  -5.6%	nt
NC(=NC(=O)c1ccc(OC(F)(F)F)cc1)c1ccc(C(F)(F)F)cn1
  -0.3%	4
Cc1cc(Cl)ccc1Oc1ncc(CN2CCN(c3ccccc3)CC2)s1
  -3.2%	nt
CSc1nc2ccc(NS(=O)(=O)c3ccc(Cl)s3)cc2s1
  1.6%	8
COc1ccc(NC(=O)N(CCO)Cc2cc3c(C)cc(C)cc3[nH]c2=O)cc1
  -2.5%	nt
CCCOc1ccc(N2C(=O)CC(SC(=N)N3N=C(c4ccccc4)CC3c3ccccc3)C2=O)cc1 (stereo not drawn)
  -3.0%	-11
COc1ccc(-c2csc(NC(=O)CSc3nc(SC)ns3)n2)cc1
  2.0%	nt
Cc1cccc(-n2cc(CN3CCN(Cc4nccn4C)CC3)c(-c3cccc(F)c3)n2)c1
  -7.5%	nt
COc1ccc(S(=O)(=O)n2nc(-c3ccc(Cl)cc3)cc2N)cc1
  2.1%	-9
CN(Cc1ccccc1)S(=O)(=O)c1ccc2[nH]cc(C(=O)NCC3CCCO3)c(=O)c2c1 (stereo not drawn)
  nt	-6
Cc1ccsc1C(=O)C1CCCN(Cc2cccn2-c2ccc(Cl)cn2)C1 (stereo not drawn)
  0.5%	35
CCNS(=O)(=O)c1ccc(C(=O)Nc2ccccc2)cc1
  3.8%	36
COc1ccc(C(=O)N2CCN(S(=O)(=O)N3CCOCC3)CC2)cc1OC
  7.3%	nt
CCOc1ccc(NC(=O)c2ccc3snnc3c2)cc1
  -0.8%	nt
O=C(Cn1c(-c2ccccc2)c[n+]2ccsc12)c1ccc([N+](=O)[O-])cc1
  0.5%	-11
O=C(O)CNC(=O)c1ccccc1NC(=O)c1ccco1
  -3.5%	nt
CNC(=O)NCC12CC3CC(CC(C3)C1)C2
  3.0%	-10
CC(=O)Nc1ccc(S(=O)(=O)Nc2nc3ccccc3nc2N2CCCC2)cc1
  4.1%	14
CC(C)(C)c1ccc(S(=O)(=O)O/N=C2/CCCCC2c2ccc([N+](=O)[O-])cc2[N+](=O)[O-])cc1 (stereo not drawn)
  0.8%	-5
Cc1nc(Nc2nc(-c3ccccc3)cc(=O)[nH]2)nc2ccccc12
  -4.7%	nt
Clc1ccc(CO/N=C2\CCCc3nonc32)cc1
  3.3%	nt

Looked up by compound from above (5):
Second line of a record: GlmU inhibition	Mtb RmlCD inh
CC(=O)Nc1ccc(S(=O)(=O)Nc2nc3ccccc3nc2N2CCCC2)cc1
  4.1%	14
CCOc1ccc(NC(=O)c2ccc3snnc3c2)cc1
  -0.8%	nt
COc1ccc(S(=O)(=O)n2nc(-c3ccc(Cl)cc3)cc2N)cc1
  2.1%	-9
COc1ccc(C(=O)N2CCN(S(=O)(=O)N3CCOCC3)CC2)cc1OC
  7.3%	nt
O=C(Cn1c(-c2ccccc2)c[n+]2ccsc12)c1ccc([N+](=O)[O-])cc1
  0.5%	-11

(next part)
Second line of a record: GlmU inhibition	Mtb RmlCD inh
O=C(Cn1c(-c2ccco2)nc2ccccc21)N1CCCCC1
  0.7%	26
O=C(CSCc1ccc(F)cc1)Nc1ccccc1
  6.9%	10
Nc1ncnc2c1ncn2[C@@H]1O[C@H](CO)[C@@H](O)[C@@H]1O
  7.4%	nt
O=C(Nc1nc(-c2ccncc2)cs1)C1c2ccccc2Oc2ccccc21
  3.3%	4
COc1cc(-c2nc3n(n2)C(c2ccncc2)C2=C(CCCC2=O)N3)cc(OC)c1OC (stereo not drawn)
  -3.3%	12
O=C(Nc1nc(=O)[nH]s1)c1ccccc1
  -4.5%	-39
CC(=O)Nc1ccc(OCc2cnc(Cl)s2)cc1
  3.1%	3
CSCC[C@H](NC(=O)NCCC1=CCCCC1)C(=O)O
  4.2%	?
Cc1ccc(S(=O)(=O)N(CC(=O)Nc2ccccc2C(=O)O)c2ccccc2)cc1
  1.6%	11
CCOC(=O)C1=C(C)NC2=C(C(=O)OC2)C1c1ccccc1 (stereo not drawn)
  1.7%	nt
CC(C)(C)c1ccc(/C=C/C(=O)N2CCCCC2)cc1
  -9.0%	nt
Cc1ccc(N2CC(C(=O)NC3=NCCS3)CC2=O)cc1 (stereo not drawn)
  6.2%	nt
CCCCC(=O)NC(Nc1sc2c(c1C(N)=O)CCCC2)(C(=O)OCC)C(F)(F)F (stereo not drawn)
  2.5%	nt
CCc1cccc2[nH]c3cc([N+](=O)[O-])ccc3c12
  nt	0
CCOC(=O)N1CCC(O)(c2cc(C)c(C)cc2C)CC1
  2.5%	6
CCc1nnc(NC(=O)CN2CCC(O)(c3ccccc3OC)CC2)s1
  2.1%	5
O=C(CN1C(=O)NC2(CCc3ccccc3C2)C1=O)Nc1ccc(F)cc1 (stereo not drawn)
  0.0%	-6
Cc1noc(C)c1C(=O)Nc1sc(C)c(-c2ccccc2)c1C#N
  3.9%	7
C=CCNC(=S)NNc1nc2c(c(=O)[nH]1)C1(CCCCC1)Cc1ccccc1-2
  4.9%	9
Cc1ccccc1C(=O)Nc1ccc2nc3n(c(=O)c2c1)CCC3
  3.3%	-11
COc1ccc(-c2nc3cc(NC(=O)c4ccc5c(c4)OCO5)ccc3o2)cc1
  4.6%	nt
CC1=NNC(=O)C1CCC(=O)N/N=C/C(Br)=C/c1ccccc1 (stereo not drawn)
  -5.7%	10
COc1ccc(/C=C/C(=O)Nc2cccc(S(=O)(=O)N3CCCC3)c2)cc1OC
  -5.9%	-4
CCc1cc(C(=O)OC)c(NC(=O)CC2SC(=NC)N(C)C2=O)s1 (stereo not drawn)
  -3.3%	nt
COc1ccc(CN2[C@@H](CC(=O)O)c3ccccc3S2(=O)=O)cc1
  -3.5%	nt
COc1cccc(OC)c1C(=O)Nc1ccc2c(c1)OCCO2
  0.5%	-6
COc1ccccc1OCC(=O)Nc1ccc2c(c1)C(=O)N(CC1CCCO1)C2=O (stereo not drawn)
  2.0%	-12
Cn1nnc2cc(C(=O)N3CCC(c4ccccc4)C3)ccc21 (stereo not drawn)
  -1.2%	18
Nc1nnnn1/N=C/c1ccccn1
  3.9%	nt
COc1ccc(OCC(=O)NC(=S)Nc2ccccc2F)cc1
  3.3%	38
CCC1(C)SC(N)=NN1C(C)=O (stereo not drawn)
  1.5%	-7
CCN1CCN(C(=S)Nc2ccc([N+](=O)[O-])cc2)CC1
  -0.8%	-6
COc1ccc(Nc2nc(NCc3ccco3)nc(N/N=C/c3ccccc3)n2)cc1
  -2.8%	-2
CC(C)CC(=O)NC(c1ccccc1Cl)c1c(O)ccc2ccccc12 (stereo not drawn)
  1.8%	43
O=C(CN1C(=O)C2C3C=CC(C3)C2C1=O)Nc1nc(SCc2ccc(Cl)cc2)n[nH]1 (stereo not drawn)
  10%	nt
COC1Cc2ccccc2N(C(=O)N2CCN(CCO)CC2)c2ccccc21 (stereo not drawn)
  nt	12
CC(=O)N1C(=O)CC(C)N(C(C)=O)c2ccc([N+](=O)[O-])cc21 (stereo not drawn)
  2.1%	-14
CC1(C)N=C(N)N=C(N)N1c1cccc(CN)c1
  -1.9%	5
O=C(Nc1ccccc1C(=O)N1CCOCC1)c1cccc(S(=O)(=O)N2CCCC2)c1
  -0.6%	nt
COC(=O)CSc1nc2nc(C)c(Br)cc2[nH]1
  1.4%	-9
CCC1=C(C)C(N2CCOCC2)=NP(N2CCOCC2)(N2CCOCC2)=N1
  -1.9%	12
CCCC(=O)OCC(=O)c1[nH]c(C)c(C(C)=O)c1C
  4.7%	2
O=C(CN(C(=O)c1ccc2c(c1)OCCO2)c1ccccc1)NCC1CCCO1 (stereo not drawn)
  2.7%	9
CCn1cc(/C=N\NC(=O)c2ccccc2Cl)cn1
  -7.8%	nt
CCc1ccc(/C=N/NC(=O)c2cc(-c3ccncc3)nc3ccccc23)s1
  -0.5%	-9
Cc1cccc(Nc2nc3c(S(=O)(=O)c4ccccc4)nnn3c3ccccc23)c1
  3.3%	0
O=C(NCCc1c[nH]c2ccccc12)c1cnccn1
  5.3%	3
Cc1nc(CCNC(=O)c2ccccc2)cs1
  1.0%	nt
COc1ccc(-c2ccnc(SCC(=O)N3CCOCC3)n2)cc1
  -3.6%	-7
CNC(=O)NC(=O)COC(=O)c1ccccc1OCc1ccccc1
  7.9%	8
Cc1onc(-c2c(Cl)cccc2Cl)c1NC(=O)NN(C)c1ccc([N+](=O)[O-])cn1
  -5.7%	6
Cc1ccc(Cn2ncc3c(N4CCOCC4)ncnc32)cc1
  -2.0%	10
O=C1NC(NS(=O)(=O)c2ccc(Cl)cc2)(C(F)(F)F)C(=O)N1Cc1cccnc1 (stereo not drawn)
  -3.3%	nt
Cc1onc(-c2ccccc2Cl)c1C(=O)Nc1c(C)n(C)n(-c2ccccc2)c1=O
  -0.2%	nt
CCn1c(SCC(=O)Nc2ccc(S(=O)(=O)Nc3ccccn3)cc2)nnc1-c1ccncc1
  0.4%	nt
C/C(=N\O)c1oc2ccc3c(C)cc(=O)oc3c2c1C
  2.9%	?
CCCn1c(CCC(=O)O)nc2cc(S(N)(=O)=O)ccc21
  -0.1%	-14
Nc1nncn1C(=O)c1cc(Br)ccc1Cl
  -1.1%	nt
CC(=O)Cc1nsc(NC(=O)c2ccc(Cl)cc2Cl)n1
  2.6%	1
O=C(O)/C=C/C(=O)Nc1ccc(O)cc1
  0.5%	-1

Some of these compounds in order of SMILES length, descending.
Second line of a record: GlmU inhibition	Mtb RmlCD inh
Cc1onc(-c2ccccc2Cl)c1C(=O)Nc1c(C)n(C)n(-c2ccccc2)c1=O
  -0.2%	nt
Cc1cccc(Nc2nc3c(S(=O)(=O)c4ccccc4)nnn3c3ccccc23)c1
  3.3%	0
COc1ccc(-c2ccnc(SCC(=O)N3CCOCC3)n2)cc1
  -3.6%	-7

The list continues:
Second line of a record: GlmU inhibition	Mtb RmlCD inh
Cc1ccsc1C(=O)NCCC(c1ccccc1)c1ccccc1
  -2.1%	12
COCCNC(=O)C(C)N1c2cccc3cccc(c23)S1(=O)=O (stereo not drawn)
  -3.0%	nt
CCOC(=O)Cn1c(=O)oc2cc(S(=O)(=O)N3CCc4ccccc43)ccc21
  -1.1%	5
O=C(c1ccco1)N1CCN(CCOCCOc2cccc3ccccc23)CC1
  0.1%	6
CCc1nnc(NC(=O)c2ccc(COc3ccccc3)o2)s1
  -0.8%	1
COc1ccc(N(CC(=O)NC(C)(C)C)S(=O)(=O)c2ccccc2)cc1OC
  1.9%	nt

Compound profiles, from the list above:
`COCCNC(=O)C(C)N1c2cccc3cccc(c23)S1(=O)=O` (stereo not drawn) is listed as GlmU inhibition = -3.0%; Mtb RmlCD inh = nt
`CCOC(=O)Cn1c(=O)oc2cc(S(=O)(=O)N3CCc4ccccc43)ccc21` is listed as GlmU inhibition = -1.1%; Mtb RmlCD inh = 5
